# Bioassay records from PubChem.
# TAAR1 ag = human TAAR1 agonists, primary screen, Fluo-8 calcium fluorescence, CHO RD-HGA16 cells; Trace amine-associated receptor 1 (Homo sapiens), Q96RJ0; vehicle wells 0%, saturating PEA agonist 100%; activation, % at 3 µM; 360,000 tested, 0.99% active;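 active = activation above the mean activation of all test compounds in the run plus 3 SD, cut at about 38% in these data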
# Target sequence (Q96RJ0 whole entry, looked up): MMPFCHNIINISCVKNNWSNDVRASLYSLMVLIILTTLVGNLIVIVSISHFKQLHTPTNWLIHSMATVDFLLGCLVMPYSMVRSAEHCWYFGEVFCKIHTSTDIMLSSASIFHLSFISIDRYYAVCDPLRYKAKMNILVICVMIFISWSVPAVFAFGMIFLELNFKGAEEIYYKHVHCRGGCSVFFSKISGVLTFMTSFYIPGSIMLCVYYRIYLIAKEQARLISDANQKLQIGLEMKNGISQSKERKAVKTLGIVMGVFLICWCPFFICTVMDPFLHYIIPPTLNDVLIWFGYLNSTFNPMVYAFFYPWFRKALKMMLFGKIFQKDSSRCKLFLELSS
#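 System: CHO RD-HGA16 cells carrying human TAAR1 plus Gα16; Incubation: 17-24 h seeding, 75 min 37 °C dye, 30 min RT; Measured by: Fluo-8 fluorescence, 5 s baseline then 140 s kinetic read; Control set: DMSO and PEA EC100; Replication: single well for each compound.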
# CHO-K1 Ca antag = nonselective inhibitor or artifact in parental CHO-K1 cells; ATP-induced calcium, Fluo-8 fluorescence; inhibition, % at 3 µM; AID 602250; 360,000 tested, 0.6% active;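 active = inhibition above a per-plate cutoff, the plate's mean sample inhibition plus 3 SD, cut at about 24% in these data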;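 note: 0% = DMSO plus EC80 ATP and 100% = DMSO alone without ATP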
# V1aR counter = agonists of human V1a receptor, primary screen, counter-screen for OXTR agonist project, fluorescence, CHO-V1R cells | Vasopressin V1a receptor (Homo sapiens), P37288 | activation, % at 3 µM | AID 2797, 2010 | Fluo-8 calcium fluorescence, agonist mode; 0% DMSO, 100% 3 nM vasopressin | 320,000 tested, 0.25% active;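 active = activation above the mean activation of all tested compounds plus 3 SD, per screening run, cut at about 20% in these data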;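 note: signal is peak over basal fluorescence ratio across a 100 second FLIPR read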
# CHO parental Ca = ATP-evoked calcium signal inhibitors, parental CHO, primary screen, counter-screen for OX1R antagonist project, cell-based, fluorescence, Fluo-8 calcium dye. parental CHO-K1, ATP-induced calcium, Fluo-8 fluorescence. inhibition, % at 5.6 µM. 330,000 tested, 0.63% active. AID 463079, 2010;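 active = inhibition above that plate's mean sample inhibition plus 3 SD, cut at about 26% in these data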;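 note: 0% = ATP-challenged DMSO wells and 100% = DMSO wells without ATP; some compounds past the cut are filed as inactive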
#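 Material – parental CHO cells · Reagent – ATP stimulus · Compound – single nominal dose of 5.6 µM per compound · Detection – Fluo-8 fluorescence · Read-out basis – percent inhibition of calcium signal · Controls – ATP-challenged DMSO wells low, unchallenged DMSO wells high · Repeats – no replicates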
# M1 ag parental = counter-screen for M1 agonists: effect in parental CHO-K1 cells; Fluo-8 calcium fluorescence; scaled to maximal ATP response, vehicle zero; activation, % at 3 µM; 360,000 tested, 0.48% active; AID 602248, 2012; in the data active = activation above about 15%;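 note: untransfected CHO-K1 host cells lacking M1 receptor as counterscreen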
# M1 PAM parental = nonselective calcium activators in parental CHO-K1 cells, primary screen, counter-screen for M1 PAM project, cell-based, Fluo-8 calcium fluorescence, full deck, 1536-well. 360,000 tested, 0.02% active. activation, % at 3 µM. ATP EC20; 0% at ATP EC20, 100% at ATP max;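 active = activation above the run cutoff, the mean activation of all test compounds plus 3 SD, cut at about 40% in these data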;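 note: peak over basal fluorescence ratio in a 140 s read after ATP addition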
# TAAR1 antagonist = human TAAR1 antagonists, primary screen, Fluo-8 calcium fluorescence, CHO RD-HGA16 cells | Trace amine-associated receptor 1 (Homo sapiens), Q96RJ0 | antagonist | inhibition, % at 3 µM | 360,000 tested, 1.5% active;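 active = inhibition above a per-plate cutoff, the mean inhibition of test compounds on that plate plus 3 SD, cut at about 49% in these data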;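 note: 0% = DMSO plus EC80 beta-PEA response and 100% = DMSO alone without agonist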
#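 Assay system: RD-HGA16 CHO cells with stable hTAAR1 and Gα16 / Reagent: EC80 β-phenethylamine stimulus / Doses: 3 µM, single point / Timing: dye loading 75 min at 37 °C, then 30 min room temperature / Measured by: Fluo-8 intracellular calcium dye fluorescence, real-time kinetic reads / Controls: vehicle wells and EC80 agonist wells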
# OXTR potentiator = human OXTR potentiators, primary screen, fluorescence, CHO-OTR cells, Fluo-8 calcium | Oxytocin receptor (Homo sapiens), P30559 | Fluo-8 calcium fluorescence, potentiator mode; 0% = oxytocin EC15, 100% = EC100 | activation, % at 3 µM | 320,000 tested, 0.061% active;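 active = activation above that plate's cutoff, the mean activation of tested compounds plus 3 SD, cut at about 6.6% in these data, passing the limit was not always enough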;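 note: 100% uses oxytocin at 75 nM as the full agonist control; some results filed as inactive read as strong as hits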
# Target sequence (P30559 whole entry, looked up): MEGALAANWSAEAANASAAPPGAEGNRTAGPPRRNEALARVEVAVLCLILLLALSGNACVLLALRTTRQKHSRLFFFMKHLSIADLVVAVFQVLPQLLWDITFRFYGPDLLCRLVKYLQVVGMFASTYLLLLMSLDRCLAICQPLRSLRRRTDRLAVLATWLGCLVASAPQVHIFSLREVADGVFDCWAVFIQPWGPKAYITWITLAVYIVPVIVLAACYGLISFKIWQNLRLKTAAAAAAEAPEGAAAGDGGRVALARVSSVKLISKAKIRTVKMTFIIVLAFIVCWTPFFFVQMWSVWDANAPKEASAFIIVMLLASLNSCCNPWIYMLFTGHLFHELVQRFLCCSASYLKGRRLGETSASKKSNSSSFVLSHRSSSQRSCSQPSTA
#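 Material: human OTR in CHO cells. Compound: 3.0 µM, one dose. Timing: compound 6 min at room temperature before oxytocin, 100 s read. Evaluation: % activation of max/min ratio relative to oxytocin controls. Replication: single well per compound, singlicate. Signal: Fluo-8 calcium dye fluorescence.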
# M1 ag = human M1 muscarinic receptor agonists, primary screen, Fluo-8 calcium fluorescence, CHO-K1 cells, HTS. 360,000 tested, 0.33% active. activation, % at 3 µM. CHO-K1 hM1, agonist mode; 0% DMSO, 100% acetylcholine EC100. Muscarinic acetylcholine receptor M1 (Homo sapiens), P11229. AID 588814, 2011;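 active = activation above the run's mean compound activation plus 3 SD, cut at about 16% in these data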;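 note: peak over basal fluorescence ratio within a 140 s kinetic read after compound addition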
# An asterisk follows results filed as active; x = not tested or not shown. Random draw from the library. Share with any hit: about 3.3%.
SMILES,TAAR1 ag,CHO-K1 Ca antag,V1aR counter,CHO parental Ca,M1 ag parental,M1 PAM parental,TAAR1 antagonist,OXTR potentiator,M1 ag
Nc1ccc2c(c1Br)Cc1ccccc1-2,0,-16,x,x,0.2,4,-3,x,-6
Cc1cc(CN(C)Cc2cn(C)nc2-c2ccc(Oc3ccccc3)cc2)on1,3,-5,3.2,-4,8.0,14,2,-5,-3
CC(C)C(=O)Nc1c(C(=O)N2CCN(c3ncccn3)CC2)oc2ccccc12,2,-8,-1.5,-17,1.6,4,-6,-13,-4
COc1ccc(C(=O)NC(=S)NC2CCCCC2)cc1,-1,-24,-0.7,-6,-0.4,13,-28,-8,-4
O=C(CC1(O)C(=O)N(Cc2ccc3c(c2)OCO3)c2ccccc21)c1ccccc1 (configuration not stated),0,-6,2.7,-8,1.6,14,-2,-20,-4
COc1ccccc1N(CC(=O)NCCSc1ccccc1)S(=O)(=O)c1ccccc1,7,-7,1.3,-23,5.7,13,76*,-13,-2
Cc1cccc(-c2n[nH]c(=S)n2-c2ccccc2)c1[N+](=O)[O-],1,3,-0.9,-18,-0.4,-3,-2,-5,-11
CCc1nc(N2CCN(C(=O)CCCl)CC2)c2c3c(sc2n1)CCCC3,-2,11,x,x,0.8,1,-14,x,-9
CCSc1nc2sc3c(c2c(=O)[nH]1)CCCC3,11,-10,-0.6,1,0.9,24,-11,-4,-6
COC(=O)C1=C(C(=O)OC)[C@@H]2N(C)c3ccc(OC)cc3[C@@]23C[C@@H](C(=O)OC)N(S(=O)(=O)c2ccc([N+](=O)[O-])cc2)C3=N1,0,-11,-0.7,-5,0.3,14,-14,-12,-5
O=C(COC(=O)c1ccc([N+](=O)[O-])s1)Nc1cccc(S(=O)(=O)NC2=NCCCCC2)c1,11,-4,1.4,-10,4.2,7,-16,-6,-3
CCCOc1ccccc1NC(=O)/C=C/C(N)=O,3,-4,0.4,0,0.5,12,12,-1,-5
COc1ccc(OCc2nnc(SCC(=O)NC3CCCCC3)o2)cc1,-3,-12,0.6,-4,1.6,15,10,-6,-4
c1ccc(NC2=Nc3ccccc3CC2)cc1,3,-4,0.9,10,0.5,15,-1,4,-5
CCCSC(=O)N(CC)CC(=O)Nc1c(CC)cccc1CC,x,5,-0.5,-22,1.1,-1,x,-2,-2
CC1=NN(Cc2ccccc2)C(=O)C1C(c1ccccc1)C(C#N)C#N (configuration not stated),15,-2,1.8,-24,0.5,12,-5,-7,-1
Cc1ccccc1NC(=O)Nc1nc(CN(C)C)cs1,0,-11,x,x,1.0,23,1,x,3
CCN1CCN(C(=O)c2ccc(Cn3c(=O)[nH]c4cc(OC)c(OC)cc4c3=O)cc2)CC1,1,5,0.4,0,0.1,6,11,-7,-3
COc1ccc(N(CC(=O)NCc2cccs2)S(=O)(=O)c2cccnc2)cc1,2,-4,-0.1,-14,0.0,0,18,1,-5
Cc1ccccc1C(=O)O[C@H]1[C@H](Cc2ccccc2)NS(=O)(=O)[C@H]2CC3C=C[C@]12O3,0,1,-0.4,-4,-0.1,5,0,-4,-3
CCc1cc(=O)oc2c(CN3CCN(C)CC3)c(O)c(Cl)cc12,9,-4,-0.5,-4,0.6,12,11,1,-3
CCOC(=O)N(O)c1ccc(C=Cc2ccccc2)cc1,1,1,x,x,4.8,-3,10,x,3
CC=CCn1c(SCCCc2ccccc2)nc2c1c(=O)[nH]c(=O)n2C,8,4,x,x,1.0,4,18,x,0
COc1cc2c(cc1OC)C(c1cccc(OC)c1OC)CC(=O)N2 (configuration not stated),13,-4,0.3,-5,0.2,11,0,-10,-2
Cc1cc(NC(=O)Nc2cc(Cl)sc2Cl)no1,0,-4,2.1,-11,1.1,-4,-5,-9,0
C#CCOc1ccc(C2C(C#N)=C(N)Oc3cc(O)ccc32)cc1 (configuration not stated),2,-18,1.3,0,3.6,6,5,2,4
CC(Sc1nnc(C2CC2)n1C1CC1)C(=O)c1ccc(Br)cc1 (configuration not stated),-2,-3,x,x,-0.1,-10,-22,x,-4
CCN(CC(=O)O)S(=O)(=O)c1cc(Cl)ccc1Cl,0,-3,4.5,-7,0.7,13,-11,-3,-1
CC(C)(C)C1CCC(=NNC(=S)NCc2ccccc2)CC1 (configuration not stated),0,-7,0.1,-13,-0.1,16,-2,-25,-4
COc1ccc(CNC(=O)C2CCN(S(=O)(=O)N3CCCCC3)CC2)cc1,5,-4,2.9,-5,4.5,5,-16,-3,3
Cc1ccc(C)c(NC(=S)NCc2cccs2)c1,-1,-4,-0.2,0,0.5,22,8,-1,-7
NC(=O)Cn1c(=O)n(CC(=O)N2CCCCC2)c(=O)c2sccc21,1,-17,0.2,-10,0.6,16,-11,-4,-2
O=C1C(=C(c2ccccc2)N2CCOCC2)Cc2ccccc21,2,-18,x,x,0.8,33,-7,x,-4
Cc1nonc1NC(=O)OCCN1CCOC1=O,x,-7,-0.3,-2,0.1,16,x,-5,-4
OC(c1ccc(Cl)c(F)c1)c1ncc(-c2ccccc2C(F)(F)F)[nH]1 (configuration not stated),3,-13,x,x,2.3,12,-11,x,-1
COc1cccc(-c2ccc(SCC(=O)N3CCN(c4ccccc4)CC3)nn2)c1,-1,-5,-0.1,-5,-0.1,1,-20,6,-2
CC(C(=O)Nc1nc(-c2ccc(F)c(F)c2)cs1)N1C(=O)C2CC=CCC2C1=O (configuration not stated),19,0,7.7,1,13,-1,78*,-5,-1
CCOc1ccc(OCc2ccc(C(=O)OCc3ccccn3)o2)cc1,12,-6,4.3,-10,0.4,6,10,-15,-3
COc1ccccc1C(=O)C1CCCN(C(=O)c2ccccc2Cl)C1 (configuration not stated),1,-13,4.8,-10,2.8,9,-11,-10,-2
Cc1ccc(S(=O)(=O)N(CC(=O)Nc2cccc([N+](=O)[O-])c2)C2CCCCC2)cc1,6,-5,-0.4,6,0.9,18,8,-20,-3
O=C(O)c1ccc(-n2nc(C(F)(F)F)cc2-c2cccs2)cc1,3,1,x,x,0.3,8,-5,x,-4
COc1ccc2c(c1)C(=O)CC(c1ccc(OC)c(OC)c1)O2 (configuration not stated),5,15,0.1,1,-0.8,-18,-21,-9,-2
COc1cc(/C=N/n2cnc3scc(-c4cccs4)c3c2=O)cc(OC)c1OC,2,-7,-0.3,-14,0.0,-3,12,0,-4
CC(=O)NC1=NN(C(C)=O)C(C)(c2ccc3ccccc3c2)S1 (configuration not stated),5,-5,-0.6,-10,0.5,8,-13,-4,-9
NS(=O)(=O)c1ccc(NC(=O)COC(=O)CCNC(=O)NC23CC4CC(CC(C4)C2)C3)cc1,1,-9,0.7,4,0.0,16,-2,-4,-4
Cc1cc(=O)n2nc(N3CCC(C(=O)NC4CCCc5ccccc54)CC3)sc2n1 (configuration not stated),4,6,-0.7,-22,-0.4,-4,-23,-2,-5
Cc1ccc(NC(=O)c2cccc3ccccc23)cc1,2,11,-0.8,-18,-0.1,-16,-2,5,-5
CCCCn1c(N)c(N(CCC(C)C)C(=O)c2ccc(C)o2)c(=O)[nH]c1=O,1,-7,0.3,-15,-0.4,17,-8,-3,0

# Compound profiles, as listed above. Order of values: TAAR1 ag, CHO-K1 Ca antag, V1aR counter, CHO parental Ca, M1 ag parental, M1 PAM parental, TAAR1 antagonist, OXTR potentiator, M1 ag
# `CCOc1ccc(OCc2ccc(C(=O)OCc3ccccn3)o2)cc1` across the screens: 12, -6, 4.3, -10, 0.4, 6, 10, -15, -3
# `CCCCn1c(N)c(N(CCC(C)C)C(=O)c2ccc(C)o2)c(=O)[nH]c1=O` across the screens: 1, -7, 0.3, -15, -0.4, 17, -8, -3, 0
# `Cc1ccc(S(=O)(=O)N(CC(=O)Nc2cccc([N+](=O)[O-])c2)C2CCCCC2)cc1` across the screens: 6, -5, -0.4, 6, 0.9, 18, 8, -20, -3

# More structures follow:
SMILES,TAAR1 ag,CHO-K1 Ca antag,V1aR counter,CHO parental Ca,M1 ag parental,M1 PAM parental,TAAR1 antagonist,OXTR potentiator,M1 ag
O=c1[nH]c(CN2CCN(c3ccccc3O)CC2)nc2scc(-c3ccccc3Cl)c12,2,-6,4.0,-10,6.6,15,15,-13,0
COc1ccc(-c2nc(CS(=O)CC(=O)NC3CCCCC3)c(C)o2)cc1OC (configuration not stated),x,-14,-1.3,-13,0.9,-2,x,-9,-4
COc1ccc(-c2ccc(S(=O)(=O)N3CCOCC3)cc2)cc1,x,-10,1.2,0,0.6,15,x,3,-4
Cc1ccc(-c2noc(CN3C(C)CCCC3C)n2)cc1 (configuration not stated),1,-5,-1.0,-13,-0.5,-6,-35,-6,4
N=c1c2c(-c3ccccc3)c(-c3ccccc3)n(Cc3ccco3)c2ncn1CCO,21,2,3.8,-16,0.6,6,-11,-3,-5
COc1ccc(OC)c(Cc2nnc(CCC(=O)N3CCN(C4CCCC4)CC3)o2)c1,0,2,-0.3,-19,0.6,9,-3,-11,-6
O=C(CSc1nccc2ccccc12)N1CCN(c2ccccn2)CC1,20,4,0.3,-6,0.9,0,-21,-6,1
CC(C)n1c(C(O)c2ccccc2)nc2ccccc21 (configuration not stated),4,-11,-0.4,-3,0.4,-10,-3,-1,-7
CC1(C)CC(=O)C=C(NCc2ccc(C(=O)O)cc2)C1,0,-9,-0.2,1,1.0,11,5,2,2
COCCC1CCCCN1C(=O)c1ccc(OC)c(OC2CCN(C(C)=O)CC2)c1 (configuration not stated),2,-12,0.4,-11,0.6,15,11,-7,-3
Cn1nc(-c2ccccc2)cc1NS(=O)(=O)c1ccccc1,0,4,1.0,-4,2.3,10,-13,-5,-2
Cc1nn(-c2ccccc2)c(NC(=O)C(C)C)c(-c2ccccc2)c1=O,4,-3,1.3,-8,0.5,9,-22,5,-2
CC1(C)Oc2ccc3ccc(=O)oc3c2/C(=N/O)C1=O,0,-9,0.3,-3,-0.3,10,-3,-18,-5
CCOc1ccccc1CN1CCNC(=O)C1CC(=O)NCCN1CCOC1=O (configuration not stated),3,-10,0.2,-8,0.2,16,-6,-3,-3
